Source: PubChem BioAssay (National Center for Advancing Translational Sciences (NCATS))
Sm TGR inh: S. mansoni TGR enzyme inhibition; 3% of 360,000 active; Potency, µM (top dose mostly 114 µM), inactives show top-dose activity change, negative = inhibition, usual class: inhibitors; AID 485364; Q962Y6; purified TGR, DTNB reduction, TNB absorbance 405 nm; note: potency is the fitted concentration of half-maximal effect; nearly all actives have a fitted effect of over 60% in size
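TGR 20 nM + NADPH 100 uM (dispensed conc.), cpd preinc 15 min RT; start with NADPH (500 uM addition) then DTNB (15 mM addition). Kinetic TNB absorbance, 405 nm filter. Four-parameter Hill fit across titration.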
FBPA Giardia inh: Giardia lamblia aldolase inhibition | AID 2451 | Potency, µM (series often up to 59.6 µM), without a hit: at the highest dose activity, negative = inhibition, hits mostly inhibitors | 0.71% of 290,000 active | A8B2U2 | purified Giardia FBPA; note: potency is the fitted concentration of half-maximal effect; nearly all actives have a fitted effect of over 55% in size
Target sequence (A8B2U2 whole entry, looked up): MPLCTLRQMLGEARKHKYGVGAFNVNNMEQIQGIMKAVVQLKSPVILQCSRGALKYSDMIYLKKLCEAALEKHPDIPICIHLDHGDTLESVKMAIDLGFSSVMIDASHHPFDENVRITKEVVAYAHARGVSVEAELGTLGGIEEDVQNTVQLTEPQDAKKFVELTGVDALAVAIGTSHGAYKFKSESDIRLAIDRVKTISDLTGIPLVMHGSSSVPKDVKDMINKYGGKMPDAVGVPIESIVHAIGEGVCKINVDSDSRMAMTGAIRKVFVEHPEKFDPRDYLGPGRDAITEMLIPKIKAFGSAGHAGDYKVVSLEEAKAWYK
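Giardia FBPA (40 nM reagent) was preincubated 10 min at RT with compound (up to 57.5 uM final), then substrate plus GAPDH/TPI/NAD/arsenate coupling system with diaphorase/resazurin was added; resorufin fluorescence (525/598 nm) was read after 20 min.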
AmpC detergent: inhibitors of E. coli AmpC beta-lactamase with detergent; AmpC hydrolysis of nitrocefin, absorbance 480 nm, 0.01% Triton; P00811; 0.041% of 370,000 active; Potency, µM (top dose mostly 114 µM), for inactives: at the highest dose activity change, negative = inhibition, hits mostly inhibitors;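 note: potency is the fitted concentration of half-maximal effect; 0% = no-compound wells and -100% = no-enzyme wells; nearly all actives have a fitted effect of over 25% in size; some results filed as inactive show a strong effect at the top dose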
Target sequence (P00811 whole entry, looked up): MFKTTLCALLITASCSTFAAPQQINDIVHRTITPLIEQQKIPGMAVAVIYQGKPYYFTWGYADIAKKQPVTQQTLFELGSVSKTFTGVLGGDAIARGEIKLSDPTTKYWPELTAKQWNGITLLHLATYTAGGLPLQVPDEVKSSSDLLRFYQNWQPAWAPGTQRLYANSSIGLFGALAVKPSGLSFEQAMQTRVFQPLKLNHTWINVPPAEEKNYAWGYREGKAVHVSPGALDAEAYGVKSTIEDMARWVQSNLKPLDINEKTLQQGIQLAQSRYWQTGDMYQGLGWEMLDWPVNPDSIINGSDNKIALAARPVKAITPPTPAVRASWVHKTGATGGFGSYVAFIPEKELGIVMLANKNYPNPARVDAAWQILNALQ
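AmpC (5.3 nM in the dispensed reagent) in 20 mM phosphate pH 7.0 with 0.01% (detergent screen) or 0.0001% Triton X-100 was preincubated with compounds for 15 min at room temperature. Nitrocefin was then added from an 800 uM solution, and hydrolysis was followed at 480 nm.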
AmpC no deterg: blocks E. coli AmpC beta-lactamase in detergent-free assay; AID 485341; P00811; AmpC nitrocefin hydrolysis, absorbance 480 nm, 0.0001% Triton; Potency, µM (doses to about 57.1 µM), inactives show at the top dose activity change, negative = inhibition, usual class: inhibitors; 0.52% of 330,000 active;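 note: potency is the fitted concentration of half-maximal effect; plate controls were no compound for no effect and no enzyme for full effect; nearly all actives have a fitted effect of over 20% in size; some results filed as inactive show a strong effect at the top dose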
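20 mM phosphate pH 7.0 + 0.01% (detergent screen) or 0.0001% Triton X-100; 5.3 nM AmpC reagent; cpd preinc 15 min RT; nitrocefin (800 uM stock) to start; A480 q20 s × 4 min; Activity was normalised to no-enzyme and no-compound control wells.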
HCMV antiviral: inhibitors of human cytomegalovirus. 4.5% of 410,000 active. HFF cells, HCMV-luciferase reporter, 72 h; active compounds read low. activity change, negative = inhibition, % at 57.5 µM; in the data active = activity change below about -60%; inconclusive = no clear call, values can overlap the other calls; inactive = above about -39%
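Two compound doses tested in HFFs infected with HCMV-luciferase, MOI 1 PFU/cell, 72 h at 37C. Lysate luminescence read with OneGlo; data normalized against buffer-only and 10uM Salinomycin inhibitor controls.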
AMA1 RON2 block: inhibitors of Plasmodium falciparum AMA1-RON2 interaction. AID 720542. Potency, µM (titrated, usually from 58.2 µM), for the others: at the top dose activity change, negative = inhibition, hits mostly inhibitors. AlphaScreen AMA1-biotinylated RON2 peptide binding. 0.2% of 360,000 active;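 note: potency is the fitted concentration of half-maximal effect; 0% = vehicle wells and -100% = peptide control; nearly all actives have a fitted effect of over 45% in size; some results filed as inactive show a strong effect at the top dose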
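AMA1 (3D7) with his tag at 25 nM final met compounds first, then biotinylated RON2 peptide at 25 nM; detection used donor plus acceptor beads, 10 µg/mL apiece, read by AlphaScreen after 30 min at room temperature.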
* = called active by the depositor; ? = inconclusive; / = not tested or not shown; & = joins results of further samples; ! = not active in a repeat; [ ] = another dose, or the depositor's remark. Unless noted, calls come from the whole dose curve; as a rule, active = well fitted curve in the direction sought with a large enough effect; inconclusive = small, poorly fitted or top-dose-only effect, or another doubt; inactive = no such curve, though single readings can be large; an effect the other way counts as inactive or inconclusive. Unless noted, % is set by controls: 0 for no effect and ±100 for the full control effect.

Every second line gives: Sm TGR inh	FBPA Giardia inh	AmpC detergent	AmpC no deterg	HCMV antiviral	AMA1 RON2 block
CCOC(=O)N1CCN(C(=O)C2CCN(S(=O)(=O)c3cc(C)ccc3OC)CC2)CC1
→ 3%	4%	?	76%[activator]	?	-8%
Cc1ccc(NC(=O)c2ccc(S(=O)(=O)NCc3cccnc3)cc2)c(C)c1
→ -10%	/	3%	1%	-26	-12%
O=C(c1ccncc1)N(c1ccc2oc3c(c2c1)CCCC3)S(=O)(=O)c1cccc([N+](=O)[O-])c1
→ -21%	11%	?	-39%	12	-9%
Oc1ccc(NCc2ccc(OCc3ccccc3)cc2)cc1
→ 7.1µM*	?	-2%&-1%	-35%	-63*!	42%[activator]
COc1ccccc1-n1c(SCC(=O)N2CCCCC2)nc2cccnc21
→ 11%	-5%	-8%	-3%	22	2%
CCOC(=O)N1CCN(C(=O)c2cc(COc3cccc(C(F)(F)F)c3)on2)CC1
→ -9%	2%	-6%	144%[activator]	55	-3%
CCCCCNc1nc(NCCCO)c(C#N)c2c1CN(C)CC2
→ -9%	-21%	?	11%	-35	-1%
O=C(CC1Sc2ccccc2NC1=O)Nc1cccc(C(=O)O)c1 (stereo unspecified)
→ -1%	6%	?	-16%	91	-8%
Oc1cc(O)c2c(c1)O[C@H](c1ccc(O)c(O)c1)[C@@H](O)C2
→ 21%	-5%&-12%&-9%	1%	-12%	-29	-6%
Cc1ccc(C(=O)N/C(=C/c2ccccc2)C(=O)NC(Cc2ccccc2)C(=O)O)cc1 (stereo unspecified)
→ 3%	20%	-8%	-6%	-20	-15%
Cc1cc(C(F)(F)F)c2c(n1)sc1c(O)cc(=O)[nH]c12
→ 2%	1%	0%	-19%	-6	-4%
CC1CCN(S(=O)(=O)c2ccc3c(c2)N(CC(=O)NCC(C)c2ccccc2)C(=O)CO3)CC1 (stereo unspecified)
→ -1%	/	-12%	/	-7	/
Nc1nc(Nc2cccc(F)c2)nc(NCc2ccco2)c1[N+](=O)[O-]
→ 7%	-1%	6%	-37%	107	-2%
CN(CC(=O)Nc1cccc(F)c1)C(=O)CN1C(=O)NC2(CCCC2)C1=O
→ -2%	/	?	-14%	85	-2%
Nc1nc(C23CC4CC(CC(Cl)(C4)C2)C3)cs1
→ 5%	-2%	-10%	-23%	?	-18%
CCc1noc(C)c1C(=O)NNC(=O)c1nn(CC)c(=O)c2ccccc12
→ 6%	/	-5%	-3%	-10	52%[activator]
O=C(/C=C/c1ccco1)Nc1ccccc1N1CCCCC1
→ 45µM*	6%	-9%	-28%	?	-25%
COc1ccc(CN2CCN(Cc3cc4ccccc4o3)CC2CCO)cc1C (stereo unspecified)
→ 6%	8%	5%	189%[activator]	13	-2%
CCOC(=O)C(C)(C)NS(=O)(=O)c1ccc(Cl)c([N+](=O)[O-])c1
→ -33%	1%	-8%	-20%	11	-11%
CCC(=O)Nc1c2c(nn1-c1cccc(Cl)c1)CSC2
→ -3%	4%	?	-50%	-31	-1%
CCOC(=O)c1cc(/C(C)=N/OC(=O)c2ccc(Cl)cc2)on1
→ -1%	2%	-5%	-5%	-3	-6%
O=C(Nc1nc2ccccc2s1)c1cccn(Cc2ccccc2)c1=O
→ -1%	/	-8%	/	60	/
COc1ccc(CNc2nc3c(c(=O)[nH]c(=O)n3C)n2Cc2ccccc2C)cc1
→ -1%	-12%	?	-4%	73	0%
Cc1nc(CCNC(=O)c2ccccc2)cs1
→ 4%	2%	0%	-27%	-7	-14%
COc1ccccc1C(=O)NNC(=O)c1sccc1-n1cccc1
→ 0%	-5%	-1%	-20%	-23	2%
O=C(c1n[nH]c(=O)c2ccccc12)N1CCN(c2ccccc2Cl)CC1
→ 0%	-2%	-14%	-7%	3	0%
COc1ccc(-n2c(=O)c3ccc(C(=O)NCc4ccc(C)cc4)cc3n(Cc3ccc(C)cc3)c2=O)cc1
→ 0%	/	-1%	/	-13	/
CCCCN(C(=O)c1c(C)noc1C)c1c(N)n(CCCC)c(=O)[nH]c1=O
→ -15%	/	-8%	1%	-2	27%
N=c1c(C(=O)NC2CCCC2)cc2c(=O)n3ccccc3nc2n1Cc1ccccc1
→ 0%	-1%	-9%	-12%	0	0%
COc1ccc(CCNC(=O)c2nnn(CC(=O)Nc3c(C)cc(C)cc3C)c2N)cc1OC
→ -2%	12%	4%	56%	-16	-1%

Record cards, as listed above.
CC1CCN(S(=O)(=O)c2ccc3c(c2)N(CC(=O)NCC(C)c2ccccc2)C(=O)CO3)CC1 (stereo unspecified) in the list: Sm TGR inh = -1%; FBPA Giardia inh = /; AmpC detergent = -12%; AmpC no deterg = /; HCMV antiviral = -7; AMA1 RON2 block = /
COc1ccccc1C(=O)NNC(=O)c1sccc1-n1cccc1 in the list: Sm TGR inh = 0%; FBPA Giardia inh = -5%; AmpC detergent = -1%; AmpC no deterg = -20%; HCMV antiviral = -23; AMA1 RON2 block = 2%

Other compounds follow.
Every second line gives: Sm TGR inh	FBPA Giardia inh	AmpC detergent	AmpC no deterg	HCMV antiviral	AMA1 RON2 block
COc1ccc(C(=O)N/N=C2\SCC(=O)N2Cc2ccc3c(c2)OCO3)c(OC)c1
→ -7%	0%	-9%	-18%	8	4%
CC1=CC(=O)CC(C)(C)[C@@]1(O)/C=C/[C@@H](C)O[C@@H]1O[C@H](CO)[C@@H](O)[C@H](O)[C@H]1O
→ /	/	/	-10%	18	6%
Cc1ccccc1C(=O)N1CCC(C(=O)Nc2ccc(F)cc2F)CC1
→ 4%	/	6%	/	5	/
Cc1ccc(NC(=O)CCC(=O)N2CCSc3ccccc32)cc1Cl
→ 7%	/	12%	/	-22	/
CC(C)(C)c1ccc(C(=O)c2c[nH]c(C(=O)NCC3CCCO3)c2)cc1 (stereo unspecified)
→ -14%	-15%	-3%	29%	57	0%
Cc1c(-c2nsc(NC(=O)c3cccs3)n2)nnn1-c1ccc(Br)cc1
→ 4%	/	-4%	/	-92*	/
CN(C)CCN(C(=O)c1ccc(N2C(=O)CCC2=O)cc1)c1nc2cc3c(cc2s1)OCO3
→ 20µM*	-11%	2%	3%	-23	-7%
CCCCC[C@H](O)/C=C/[C@@H]1[C@@H](C/C=C\CCCC(=O)O)[C@H]2CO[C@@H]1C2
→ -4%	-2%&11%	6%	10%	93	29%
COc1ccc(-c2csc(Nc3ncccc3C)n2)cc1OC
→ 0%	-11%	?	108%[activator]	45	-17%
O=C(C1CCC(=O)N1C1CCCCC1)N1CCC2(CC1)OCCO2 (stereo unspecified)
→ 9%	14%	-4%	6%	11	4%
CCC(=O)N(Cc1cc2ccccc2[nH]c1=O)c1ccc(OC)cc1
→ 3%	7%	8%	-6%	18	-3%
CCn1c(=O)n(CC(=O)NC2CCCC(C)C2C)c(=O)c2ccccc21 (stereo unspecified)
→ 0%	1%	0%	-1%	-11	-2%
O=C(C1CCN(S(=O)(=O)c2cccc3nonc23)CC1)N1CCN(c2ccc(F)cc2)CC1
→ 9%	/	4%	/	-14	/
CCOc1cc(-c2nc(-c3ccc(-c4ccc(C)cc4)nc3OC)no2)cc(OCC)c1OCC
→ 2%	/	?	/	-2	/
Cc1ccccc1N1C(=O)C(Cl)=C(N2CCN(c3ccccc3)CC2)C1=O
→ 0%	9%	-13%	-39%	-34	?
COc1cc(NC(=O)c2c(F)cccc2F)c(Cl)cc1Cl
→ 0%	5%	2%	-30%	-20	-15%
COc1ccc(-c2nnc3sc(C4CCCCC4)nn23)cc1OC
→ 14%	8%	-8%	?	-30	1%
Cc1oc(-c2ccccc2)nc1CN1C(=O)CN=C(c2ccccc2)c2ccccc21
→ 3%	8%	-1%	2%	3	2%
CC(NC(=O)NC1CCCCC1)C(c1cccs1)N1CCN(Cc2ccccc2)CC1 (stereo unspecified)
→ -5%	2%	?	19%	7	-5%
OC(CNCC1CCCCC1)COc1ccccc1 (stereo unspecified)
→ -11%	-1%	-1%	-21%	-6	-17%
CCN(Cc1ccncc1)C(=O)c1cc(COc2c(F)cccc2F)on1
→ -4%	6%	-10%	10%	-38	-2%
CC1(C)Cc2nc3sc4c(SCC(=O)NCc5ccco5)ncnc4c3cc2CO1
→ 13µM*	-1%	?	3%	9	-9%
Cc1cccc(OCc2nnc(SCC(=O)Nc3cccc(C(=O)N4CCOCC4)c3)o2)c1C
→ 3%	9%	?	99%[activator]	-22	-7%
O=C(OCc1cn(-c2ccc(Cl)cc2)nn1)c1ccccc1
→ 12%	-6%	?	-20%	54	4%
Cc1ccc(C)c(NC(=O)CN(C)C(=O)CSCc2c(C)noc2C)c1
→ -5%	/	-12%	-14%	-4	3%
NC(=O)c1nsc(C(=O)N(c2ccc3c(c2)OCO3)C(C(=O)NCC2CCCO2)c2ccc(F)cc2)c1N (stereo unspecified)
→ -32%	-8%	?	126%[activator]	?	-1%
CCN(C(=O)COC(=O)CCc1ccccc1)c1ccccc1
→ -12%	-2%	-8%	27%	-19	-2%
COc1ccc(CNC(N)=O)cc1OC
→ -3%	4%	-1%	-10%	8	8%
C=CCOc1cccc(C2/C(=C(/O)c3ccc(C)cc3)C(=O)C(=O)N2CCN2CCOCC2)c1 (stereo unspecified)
→ ?	7%	-6%	42%	-10	0%
CCC(Oc1ccccc1)C(=O)Nc1cc(-c2ccccc2F)nn1-c1ccccc1 (stereo unspecified)
→ -12%	/	6%	/	9	/
c1ccc2c(c1)nc(N1CCN(C3CCCCC3)CC1)c1nnnn12
→ -5%	1%	0%	-20%	/	/
O=C(NCC(=O)N(CCN1CCOCC1)C(C(=O)NC1CCCC1)c1ccccc1)c1cccs1 (stereo unspecified)
→ 5%	-1%	2%	2%	?	0%
CCCCN1C(=O)c2ccc(C(=O)Nc3c(N)n(CCCC)c(=O)n(C)c3=O)cc2C1=O
→ 0%	5%	?	-5%	4	?
CCN(Cc1ccccc1)C(=O)CCS(=O)(=O)c1ccc2c(c1)NC(=O)CO2
→ -8%	-11%	?	-16%	0	1%
NC(=O)CNC(=O)[C@@H]1CC2(CC(c3cccc([N+](=O)[O-])c3)=NO2)CN1C(=O)c1ccccc1 (stereo partly specified)
→ -6%	-1%	?	130%[activator]	-9	3%
O=C(NC1CCSc2ccccc21)c1ccccc1F (stereo unspecified)
→ 4%	/	4%	-15%	-36	0%
